Menin-MLL TR inh: menin-MLL binding inhibition, Texas Red mutant peptide; Menin + Texas Red MLL mutant peptide, fluorescence polarization; 0.23% of 270,000 active; Potency, µM (titrated, usually from 61.6 µM), for inactives: at the top dose FP activity change, negative = inhibition, hits mostly inhibitors; O00255; active = well fitted inhibition curve with a large enough effect in the polarisation, with a control signal flat, not every such curve was filed as active; inconclusive = small, poorly fitted or top-dose-only effect, or effect the other way, or a change in a side signal; inactive = no such curve, though single readings can be large or run the other way; the % refers to the polarisation; also: potency is read from the fitted curve at half-maximal effect; % of control where 0% means no effect; many of its hits are not listed in these tables
Target sequence (O00255 whole entry, looked up): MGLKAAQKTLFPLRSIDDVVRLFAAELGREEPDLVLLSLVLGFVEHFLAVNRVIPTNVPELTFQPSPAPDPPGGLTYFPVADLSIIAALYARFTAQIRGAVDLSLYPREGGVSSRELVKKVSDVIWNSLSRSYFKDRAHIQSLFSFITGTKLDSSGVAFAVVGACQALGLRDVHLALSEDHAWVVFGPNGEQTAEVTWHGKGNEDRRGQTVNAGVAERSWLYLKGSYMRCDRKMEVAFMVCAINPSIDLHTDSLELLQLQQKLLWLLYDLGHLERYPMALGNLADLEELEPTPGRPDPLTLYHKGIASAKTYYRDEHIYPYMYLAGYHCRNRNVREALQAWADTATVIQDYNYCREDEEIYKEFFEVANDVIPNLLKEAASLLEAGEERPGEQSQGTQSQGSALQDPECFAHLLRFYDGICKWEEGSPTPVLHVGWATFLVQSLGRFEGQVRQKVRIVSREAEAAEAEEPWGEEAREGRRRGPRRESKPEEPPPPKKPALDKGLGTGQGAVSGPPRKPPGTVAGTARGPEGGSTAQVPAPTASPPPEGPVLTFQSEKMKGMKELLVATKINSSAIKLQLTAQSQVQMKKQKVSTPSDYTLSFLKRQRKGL
hERG WT inh: KCNH2 (human, wildtype) channel inhibition | Q12809 | 0.37% of 340,000 active | activity change, % at 1.84 µM | U2OS, BacMam KCNH2, thallium flux FluxOr; active compounds read low | AID 720551;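 active = maximum activity change below -70%; inconclusive = maximum activity change between -70% and -50%; inactive = maximum activity change above -50%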; also: % is scaled to controls: 0 for no effect and ±100 for the full control effect
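U2OS cells transduced with wild-type KCNH2 virus are loaded with FluxOr dye for 45 min, and thallium flux is measured in kinetic reads before and after stimulation buffer. Rate constants are normalized to DMSO controls.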
TRPV1 ag: agonists of human vanilloid receptor 1 (TRPV1); activation, % at 8.33 µM; TRPV1-expressing cells, Fluo-8 calcium influx, agonist mode; 0.19% of 320,000 active; in the data active = activation above about 80%; inconclusive = between about 30% and that limit; also: 0% is about no effect
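Cells expressing TRPV1 were dye-loaded with Fluo-8 and read kinetically: 10 s baseline, 3 min after compound (agonist portion), then 2 min after EC20 capsaicin (allosteric enhancer portion). Calcium-bound dye fluorescence at 480/520 nm.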
GALK inhibitor: inhibitors of human galactokinase | 0.007% of 270,000 active | AID 1868 | Purified GALK, Kinase-Glo residual ATP luminescence | Potency, µM (titrated, usually from 57.5 µM), without a hit: at the top dose activity change, negative = inhibition, hits mostly inhibitors | P51570; also: potency is read from the fitted curve at half-maximal effect; % is scaled to controls: 0 for no effect and ±100 for the full control effect
Target sequence (P51570 whole entry, looked up): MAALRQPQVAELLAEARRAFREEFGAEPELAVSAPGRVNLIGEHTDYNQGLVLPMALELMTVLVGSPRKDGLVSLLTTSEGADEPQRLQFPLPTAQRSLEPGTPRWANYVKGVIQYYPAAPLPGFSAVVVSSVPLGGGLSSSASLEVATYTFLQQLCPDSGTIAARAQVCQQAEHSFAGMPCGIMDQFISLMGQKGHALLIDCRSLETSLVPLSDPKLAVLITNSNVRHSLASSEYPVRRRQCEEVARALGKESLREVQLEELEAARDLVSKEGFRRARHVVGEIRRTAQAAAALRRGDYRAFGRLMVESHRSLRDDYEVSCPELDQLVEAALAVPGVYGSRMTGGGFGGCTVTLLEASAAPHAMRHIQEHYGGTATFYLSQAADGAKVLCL
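The enzyme phosphorylates galactose (100 uM) using ATP (35 uM); inhibition is detected as higher residual ATP, quantified by bioluminescence after 1 h reaction at room temperature, pH 8.0.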
Giardia killer: kills Giardia lamblia. activity change, % at 7.66 µM, hits read low. AID 540267. Giardia lamblia trophozoite viability. 0.15% of 340,000 active; in the data active = activity change below about -80%; inconclusive = between about -30% and that limit;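 also: parasites exposed to compound for two days anaerobically before the ATP read; % is scaled to controls: 0 for no effect and ±100 for the full control effect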
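Trophozoites 100 cells/well + cpd; 48 hrs, 37 deg C, anaerobic. ATPLite 1-Step added, 15-30 min RT, luminescence read (ATP-based viability).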
PKM2 activator: increases activity of human pyruvate kinase M2; Potency, µM (titrated, usually from 57.5 µM), inactives show at the top dose activation, most hits filed as activators; purified PKM2, Kinase-Glo ATP luminescence, activation; response scale: 0% is enzyme alone, no compound; 0.34% of 260,000 active; P14618; also: potency is read from the fitted curve at half-maximal effect; % is scaled to controls: 0 for no effect and ±100 for the full control effect; nearly all actives have a fitted effect of over 55% in size
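Purified hPK-M2 (>95%) run at intermediate activity with 0.1 mM ADP and 0.5 mM PEP in 50 mM imidazole pH 7.2, KCl, MgCl2; 1 h room temperature. ATP formed read by Kinase-Glo luminescence; normalized to uninhibited and no-enzyme controls.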
B2AR arrestin: recruits beta-arrestin to the human beta2-adrenergic receptor | Potency, µM (series often up to 46.1 µM), for inactives: at the highest dose activation, actives largely listed as activators | 0.02% of 330,000 active | P07550 | beta-arrestin recruitment to beta2AR, cell-based reporter;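 also: potency is read from the fitted curve at half-maximal effect; 0% = DMSO controls and full agonism = EC100 isoproterenol or metaproterenol; nearly all actives have a fitted effect of over 65% in size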
CXXC DNA block: blocks binding of human MLL CXXC domain to DNA; AID 2662; 0.037% of 290,000 active; MLL-CXXC / FITC-HOXA9 DNA fluorescence polarization; Q03164; Potency, µM (doses to about 115 µM), for inactives: top-dose activity change, negative = inhibition, usual class: inhibitors; active = well fitted inhibition curve with a large enough effect in the polarisation, with a control signal flat, not every such curve was filed as active; inconclusive = small, poorly fitted or top-dose-only effect, or effect the other way, or a change in a side signal; inactive = no such curve, though single readings can be large or run the other way; the % refers to the polarisation; also: potency is read from the fitted curve at half-maximal effect
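Purified MLL-CXXC (added from a 7 uM solution) was preincubated 5 min at ambient with pinned compounds in 50 mM Tris-HCl pH 7.5, 50 mM NaCl, 1 mM DTT, 0.05% BSA. Fluorescein-labeled HOX-A9 DNA (50 nM solution) followed, 30 min, then polarization read.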
FBPA coupling cs: counter-screen for Giardia aldolase inhibitors: coupling enzyme system; 0.67% of 290,000 active; coupling enzyme system counterscreen, AmpLite Red fluorescence; activity change, negative = inhibition, % at 58.2 µM, hits read low; in the data active = activity change below about -30%; also: % is scaled to controls: 0 for no effect and ±100 for the full control effect
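Activity here indicates interference with the coupling reaction, not aldolase inhibition. Compounds at 57.5 uM final met coupling enzymes for 10 min at RT; substrate and AmpLite Red detection followed, with a 525/598 nm fluorescence read after 20 min.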
USP2a inh: blocks human ubiquitin-specific protease USP2a. O75604. USP2 core, Ub-CHOP2 coupled fluorogenic reporter, 485/531. Potency, µM (series often up to 38.3 µM), inactives show at the highest dose activity change, negative = inhibition, usual class: inhibitors. 0.01% of 330,000 active;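 also: potency is read from the fitted curve at half-maximal effect; plate controls were DMSO wells for no effect and full inhibition by NEM control for full effect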
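Cell-free coupled assay: 10nM USP2 core preincubated 30min RT with compound in Tris-HCl pH 8.0/CaCl2/CHAPS buffer, then 25nM Ub-CHOP2 and 25nM reporter substrate; fluorescence (Ex 485/Em 531) read after 60min RT, normalized to NEM inhibition, concentration-response curves fitted.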
KCNH2 3.1 block: blocks the human KCNH2 3.1 channel isoform; activity change, % (tested at about 1.8 µM); 0.95% of 340,000 active; U2OS KCNH2 3.1, thallium flux FluxOr; active compounds read low;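 active = maximum activity change below -70%; inconclusive = maximum activity change from -70% to -50%; inactive = maximum activity change above -50%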;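 also: thallium influx rate constant from kinetic fluorescence after stimulation buffer; % is scaled to controls: 0 for no effect and ±100 for the full control effect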
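Thallium flux via FluxOr fluorescence (Red40 quencher, 45 min loading) in U2OS cells virally expressing the KCNH2 3.1 isoform (1.77 x 10^8 /mL virus, overnight at 37 C). Rate constants from 2-min kinetic reads post-stimulation, normalised to positive and negative controls.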
Numbers without * were called inactive; u = inconclusive; x = not tested or not shown; [ ] = another dose, or the depositor's remark. Unless noted, calls follow the shape of the dose curve; as a rule, active = well fitted curve in the direction sought with a large enough effect; inconclusive = small, poorly fitted or top-dose-only effect, or another doubt; inactive = no such curve, though single readings can be large; an effect the other way counts as inactive or inconclusive.

SMILES	Menin-MLL TR inh	hERG WT inh	TRPV1 ag	GALK inhibitor	Giardia killer	PKM2 activator	B2AR arrestin	CXXC DNA block	FBPA coupling cs	USP2a inh	KCNH2 3.1 block
O=C(Cn1c(=O)c2cccn2c2cccnc21)N1CCN(c2ccccc2F)CC1	-13%	2	0	-1%	-18	-1%[0.46 µM]	-0.5%	13%	0	-1%	-4
O=C(Nc1cccc2cccnc12)c1cccc2ccccc12	10%	-11	12	2%	11	4%	-1.1%	-5%	-3	-1%	0
COc1ccc(OCCCC(=O)Oc2ccc(OC)cc2)cc1	-5%	8	4	-2%	27	-8%	0.2%	-14%	3	-4%	9
c1ccc(Sc2nc(N3CCCCC3)nc(N3CCCCC3)n2)nc1	u	-2	3	1%	3	-4%	x	4%	6	x	-20
Cc1cccc(/C=N/NC(=O)c2cccc([N+](=O)[O-])c2)n1	u	17	5	9%	-15	5%	0.1%	-4%	0	2%	7
CCn1c(SCC(=O)N/N=C/C=C\c2ccccc2[N+](=O)[O-])nnc1-c1ccccc1	-20%	-9	-1	-5%	5	1%	-0.2%	-1%	1	10%	11
O=C(O)CN1C(=O)C2C3CC(C2C1=O)C1C(c2ccc(Cl)cc2)c2sc(=O)[nH]c2SC31 (stereo not given)	-8%	-6	-7	-2%	-3	11%	0.2%	4%	9	0%	13
Cc1cc(Br)ccc1OCCCCN1CCCCC1	-29%	-30	1	5%	7	-6%	-0.1%	0%	0	0%	-89*
CCOc1cc(N2CCOCC2)c(OCC)cc1NC(=O)CSc1ncccc1C(=O)O	x	1	x	x	-16	x	-1.6%	x	x	-1%	4
CC(NS(=O)(=O)c1ccc(Cl)c(Cl)c1)C(=O)OCC(=O)Nc1ccc2c(c1)OCO2 (stereo not given)	26%	4	12	-1%	-3	-5%	-0.1%	0%	3	-1%	9
C#CCCOC(=O)Nc1ccccc1	u	0	22	2%	u	1%	0.2%	3%	2	2%	3
COc1ccccc1C(=O)N1CCN(Cc2cccnc2)CC1	-4%	2	-3	2%	6	x	0.2%	28%	1	-2%	4
COc1ccc(CN2CCN(Cc3ccccc3F)CC2)c(OC)c1	2%	30	-1	-2%	8	x	0.2%	5%	0	2%	-7
Nc1ncnc(NCc2ccccc2)c1[N+](=O)[O-]	-3%	9	-1	0%	-2	12%	-0.2%	2%	3	1%	2
COc1ccc(N2CCN(C(=O)c3ccc(CS(=O)Cc4ccc(C)cc4)o3)CC2)cc1 (stereo not given)	-22%	-2	-1	2%	20	x	-1.6%	4%	0	-3%	1
COc1ccc(CNc2ccc(N3CCOCC3)cc2)cc1	-6%	-9	-1	6%	2	1%[11.5 µM]	1.4%	-2%	1	-5%	-9
CCOC(=O)c1c(-c2ccc(C)cc2)csc1/N=C(\C)C1=C(O)c2ccccc2C1=O	x	-16	2	6%	-16	-20%	-1.0%	-18%	4	2%	17
Cc1nnc(SCC(=O)NC2CC2)n1-c1ccccc1	x	-6	-1	8%	13	-12%	-0.5%	2%	x	2%	22
CC(C)CNC(=O)NC(=O)COc1ccc(C=O)cc1	-13%	1	-3	0%	-14	-3%	x	4%	-1	x	-4
CCOC(=O)c1c(-c2cccs2)csc1NC(=O)CN1CC(C)OC(C)C1 (stereo not given)	0%	0	6	1%	-4	-1%	-0.1%	6%	3	0%	-14
COc1cc2oc(=O)c3c(c2cc1OCC(=O)c1c(C)n(C)c2ccccc12)CCCC3	-7%	-19	-2	2%	8	5%	6.5%	-5%	4	-2%	22
COc1ccc(NC2CCCN(C(=O)CCN3CCCC3=O)C2)cc1 (stereo not given)	x	-19	-3	3%	-5	-4%	-0.8%	4%	x	1%	8
CCOC(=O)Cc1csc(NC(=O)COc2ccc3c(c2)CCC3)n1	x	-5	28	-6%	-21	-9%	-0.2%	0%	x	3%	-14
CCOC(=O)c1c(C)[nH]c(C(=O)OCC(=O)NCc2ccc(C)cc2)c1C	x	1	-2	x	14	x	0.1%	x	x	0%	-5
O=C(CCNS(=O)(=O)c1ccccc1F)N1CCN(S(=O)(=O)c2cccc(F)c2)CC1	x	0	5	x	10	x	0.1%	x	x	-3%	3
COc1ccc(-c2nc(SCc3ccccc3)n(C(=O)c3ccco3)n2)cc1	0%	-7	12	-5%	-11	2%	0.0%	52%[activator]	-3	0%	-16
Cc1csc(CN(C)C(=O)C2CCC(=O)N(Cc3ccc(Cl)cc3)C2)n1 (stereo not given)	x	6	-5	-3%	12	x	0.0%	6%	x	2%	5
COCc1ccc(CN2CCC(Oc3ccc(C(=O)NCc4ccccn4)cc3)CC2)o1	x	-11	0	-5%	5	-3%	-0.6%	7%	x	-1%	3
COc1ccc(CCNC(=O)CN2C(=O)COc3ccc(S(=O)(=O)N4CCOCC4)cc32)c(OC)c1	x	-38	2	-2%	-14	x	0.0%	6%	x	0%	8
Cn1cccc1/C=C1\CC(C(C)(C)C)C/C(=C\c2cccn2C)C1=O (stereo not given)	0%	1	0	0%	-9	2%	-0.4%	32%[activator]	-11	10%	0
Cc1ccc(S(=O)(=O)N2CCCCC2)cc1NC(=O)CCN1C(=O)C2CC=CCC2C1=O (stereo not given)	x	-9	3	x	-1	x	-0.8%	x	x	2%	-23
CC(C)CSc1n[nH]c(N)n1	-1%	-5	1	4%	5	-2%	-0.4%	0%	1	0%	2
Cc1cc(C)nc(SCC(=O)N(C)CC(=O)Nc2ccccc2Br)n1	x	9	0	x	15	x	-0.2%	x	x	2%	-1
C=C(C)CNC(=S)Nc1nc2c(cc1C(=O)OCC)CCCC2	2%	-12	5	1%	-12	-1%	-0.4%	-2%	-1	0%	-11
C/C=C/c1ccc(OCCSc2nc(C)cc(=O)[nH]2)c(OC)c1	-7%	-7	u	8%	-11	-3%	0.2%	-8%	6	0%	-6
O=c1c2ccccc2ncn1Cc1ccc2c(c1)OCO2	-2%	0	2	-1%	-8	3%[11.5 µM]	-0.8%	0%	3	6%	-4
Cc1ccc(C)c(N2CCN(C(=O)CNS(=O)(=O)c3cccs3)CC2)c1	x	3	20	0%	-7	4%	0.2%	-5%	-2	0%	15
CCOCCn1c(=O)c2c(nc3n2CCCN3Cc2ccccc2)n(C)c1=O	-23%	-14	-6	x	14	x	-0.1%	2%	-3	-2%	20
C[C@H](CO)N1C[C@H](C)[C@@H](CN(C)S(=O)(=O)c2cn(C)cn2)Oc2ccc(NS(=O)(=O)c3ccccc3)cc2C1=O	x	10	x	x	17	x	-0.3%	x	x	1%	10
CN(C)c1ccc(CNn2cnnc2SCc2ccc(F)cc2)cc1	-12%	-1	u	2%	15	4%	0.4%	-6%	1	1%	9
CC(=O)c1sc(C(=O)O)c(-c2ccco2)c1-c1ccco1	x	-4	3	1%	9	2%	-0.1%	-1%	-5	4%	-9
NC(=O)CSc1cn(CCNC(=O)c2cccs2)c2ccccc12	x	4	-1	0%	3	0%	0.0%	0%	-2	3%	5
COc1ccc(C(=O)Nc2ccncc2)cc1[N+](=O)[O-]	-34%	-3	14	-6%	4	2%	-1.0%	13%	1	-7%	4
O=C(Nc1ccsc1C(=O)N1CCCCCC1)c1ccccc1	7%	11	17	-2%	-10	-4%	-0.4%	-5%	3	0%	8
C/C(=N\NC(=O)c1nnn(-c2nonc2N)c1-c1cccs1)c1ccc(C)cc1	x	-3	12	-4%	4	x	-0.6%	95%[activator]	x	3%	-12
COc1cc(OC)cc(-c2nc3nc(C)c(CCC(=O)O)c(C)n3n2)c1	-15%	-10	2	0%	3	-6%	0.3%	3%	0	0%	-23
C[C@H](CO)N1C[C@H](C)[C@H](CN(C)C(=O)Nc2ccc(F)cc2)Oc2c(NC(=O)c3ccc(-c4nccs4)cc3)cccc2C1=O	x	6	x	x	-1	x	-0.6%	x	x	-2%	0
CC(=O)Nc1ccc(N2CCCC(C)C2)c([N+](=O)[O-])c1 (stereo not given)	8%	-3	23	1%	10	0%	0.1%	-3%	-1	-2%	-4
Clc1cccc(N=C2NN=C(c3ccc4c(c3)OCCO4)CS2)c1	u	-24	-5	0%	11	6%	-0.5%	12%	1	4%	-17
CC(C)C(OC(=O)CCCC(=O)Nc1nccs1)C(=O)NC1CCCCC1 (stereo not given)	-5%	-7	1	-1%	-9	-5%	-0.4%	1%	-3	0%	5
O=C(CCS(=O)(=O)c1ccccc1)Nc1nncs1	-3%	-6	-7	-2%	-1	0%	-0.2%	46%[activator]	4	3%	-12
O=S(=O)(c1ccc(-c2ccon2)s1)N1CCN(c2ccccn2)CC1	x	0	u	x	-7	9%	-0.7%	48%[activator]	2	4%	11
COc1cc(C(=O)Nc2ccc(O)cc2C(=O)O)ccc1OC(C)=O	0%	-15	-3	-1%	2	-25%	-0.7%	-1%	-18	-2%	-2

Screens deposited in PubChem BioAssay by National Center for Advancing Translational Sciences (NCATS).

This is a subset. The share of hits here may be higher or lower than overall.
